Screening results as filed in PubChem.
OX1R antag-1 = blocks the human orexin 1 receptor; O43613; OX1R-expressing cells, FRET antagonist read-out; inhibition, % at 6.6 µM; actives 1.8% (n = 330,000); AID 485270; in the data active = inhibition mostly above about 38%, no sharp cut-off; inactive = mostly below about 40%;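 also: 0% = agonist challenge alone and 100% = reference antagonist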
Target sequence (O43613 whole entry, looked up): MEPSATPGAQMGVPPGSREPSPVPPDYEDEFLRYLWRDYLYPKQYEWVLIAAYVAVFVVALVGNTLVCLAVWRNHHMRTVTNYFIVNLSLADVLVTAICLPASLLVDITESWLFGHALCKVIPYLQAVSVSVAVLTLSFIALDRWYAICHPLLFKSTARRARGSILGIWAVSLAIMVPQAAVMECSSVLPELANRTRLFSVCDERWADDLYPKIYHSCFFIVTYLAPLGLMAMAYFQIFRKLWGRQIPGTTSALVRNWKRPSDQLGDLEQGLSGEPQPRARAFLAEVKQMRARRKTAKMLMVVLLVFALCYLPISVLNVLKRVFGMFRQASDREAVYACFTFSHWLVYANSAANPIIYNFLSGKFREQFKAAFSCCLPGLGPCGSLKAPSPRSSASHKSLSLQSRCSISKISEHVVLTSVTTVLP
OX1R antag-2 = blocks the human orexin 1 receptor | CHO/OX1R cells, Fluo-8 calcium fluorescence, orexin A | AID 434989 | inhibition, % at 5 µM | actives 0.43% (n = 330,000);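 active = inhibition above its plate's threshold, mean inhibition of all tested compounds on the plate plus 3 SD, cut at about 37% in these data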;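 also: 0% = orexin A challenge wells and 100% = SB-334867-A antagonist wells; not every result past the cut was called active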
* marks the source's active call; other numbers are inactive results.

Order of values – OX1R antag-1, OX1R antag-2
> CC1CN(C(=O)Nc2ccc(F)cc2F)CC(C)O1 (configuration not stated)
  1, -5
> CCOC(=O)c1cn(CC)c2cc(N3CCCCC3)c(F)cc2c1=O
  8, -19
> COc1ccc(-n2c(SCC(=O)Nc3sc4c(c3C#N)CCCC4)nnc2-c2ccc(O)cc2)cc1
  8, -3
> CCN(CC)S(=O)(=O)c1ccc(C(=O)OCC(=O)NC2CCCC2)cc1
  2, 3
> CC1CN(C(=S)SCC(=O)c2ccc([N+](=O)[O-])cc2)CC(C)O1 (configuration not stated)
  21, -15
> O=C(NCc1ccccc1)C12CC3CC(CC(Br)(C3)C1)C2
  25, -6
> c1ccc2[nH]c(SCc3ccc(-c4nnco4)cc3)nc2c1
  15, -8
> O=C(NCc1nnc(SCC(=O)N2CCc3ccccc32)o1)c1ccco1
  2, -22
> CC(C)C(C(=O)O)N1CCS(=O)(=O)CC1 (configuration not stated)
  21, -5
> Cc1ccc(CNC(=O)C2=CCN(S(=O)(=O)c3ccc(C)cc3)CC2)cc1
  13, -23
> COC(=O)c1c(C)oc2ccc(N(C(=O)Oc3ccccc3)S(=O)(=O)c3ccc(Cl)c([N+](=O)[O-])c3)cc12
  26, 4
> COc1ccccc1C1CN=NC12CCCc1ccccc1C2=O (configuration not stated)
  7, -36
> COc1ccc(S(=O)(=O)N2CCOCC2)cc1NC(=O)Cc1cccs1
  6, -3
> CC(C)c1cccc(C2=CC(=O)C[C@H](c3ccc4c(c3)OCO4)C2)c1
  -3, -9
> Cc1cc(C)c2c(N)c(C(=O)Nc3ccc(C)c(C)c3)sc2n1
  27, -21
> CC(C)(C)c1ccc(C(=O)N/C(=C\c2cccs2)C(=O)N2CCOCC2)cc1
  10, -23
> O=C(O)CN1C(=O)/C(=C2\C(=O)N(Cc3ccccc3Cl)c3ccccc32)SC1=S
  -1, 5
> CCn1cc(Br)c(C(=O)Nc2ccccc2C(=O)OC)n1
  15, -11
> COc1ccc(/C=N/NC(=O)C(O)(c2ccccc2)c2ccccc2)cc1OC
  19, -15
> N#Cc1cc2c(nc1SCC(=O)N1CCOCC1)CCCCC2
  19, -24

Three records picked at random from the list so far, as already listed:
Order of values – OX1R antag-1, OX1R antag-2
> CCn1cc(Br)c(C(=O)Nc2ccccc2C(=O)OC)n1
  15, -11
> CC(C)c1cccc(C2=CC(=O)C[C@H](c3ccc4c(c3)OCO4)C2)c1
  -3, -9
> O=C(O)CN1C(=O)/C(=C2\C(=O)N(Cc3ccccc3Cl)c3ccccc32)SC1=S
  -1, 5

The listing continues:
Order of values – OX1R antag-1, OX1R antag-2
> CCOc1cc(/C=C2/C(=N)N3C(=NC2=O)SN=C3S(C)(=O)=O)ccc1OC(=O)c1ccco1
  3, 7
> O=C(c1ccccn1)C1CCCN(Cc2cn[nH]c2-c2cc3ccccc3o2)C1 (configuration not stated)
  21, -30
> Cc1cc(NC(=O)C(C)Oc2ccccc2)no1 (configuration not stated)
  15, -20
> CC1CCN(CC2C(=O)O[C@@H]3C[C@@]4(C)CCC[C@H](C)C4=C[C@H]23)CC(C)(C)C1 (some centres not stated)
  5, -14
> O=C(CN1C(=O)c2cccc3cccc(c23)C1=O)NCCN1CCOCC1
  28, -23
> Cc1ccccc1Nc1nc(N)nc(CN(C)Cc2ccccc2Cl)n1
  2, -9
> CCCN1CC=C2C(C#N)=C(N)C(C#N)(C#N)C(c3cccc(OC)c3OC)C2C1 (configuration not stated)
  19, -4
> CC(C)(C)NC(=O)[C@H]1CC[C@H]2[C@@H]3CC[C@H]4NC(=O)C=C[C@]4(C)[C@H]3CC[C@]12C
  19, -7
> CC1(C)CC(NC(=S)Nc2ccc(S(N)(=O)=O)cc2)CC(C)(C)N1
  3, 0
> COc1ccc(CCNC(=O)C(C)Sc2ccccc2)cc1OC (configuration not stated)
  24, -26
> CCCN1CCC(NC(=O)Cc2cccc(C)c2)CC1
  3, -12
> COc1ccc(CNc2oc(COc3ccccc3Cl)nc2C#N)cc1
  10, -12
> CCn1cc(CN2CCCC(C(=O)Nc3cccc(-c4cc5ccccc5[nH]4)c3)C2)c(C)n1 (configuration not stated)
  12, -8
> Cc1noc(C)c1S(=O)(=O)N1CCC(C(=O)Nc2ccc(Br)cc2)CC1
  5, -15
> COc1ccc(N(CCC(=O)O)S(=O)(=O)c2ccc(C)c(C)c2)cc1
  10, -10
> O=S(=O)(NCCc1ccncc1)c1ccc(S(=O)(=O)N2CCCCCC2)cc1
  9, -8
> O=C(O)c1cccc(-n2c(/C=C/c3cccc([N+](=O)[O-])c3)nc3ccccc3c2=O)c1
  1, -19
> Cc1c(C(=O)O)sc2[nH]c(=O)n(Cc3ccccc3)c(=O)c12
  9, -1
> COc1ccc(Cc2nnc(NC(=O)C3CCCO3)s2)cc1 (configuration not stated)
  10, -4
> COc1ccc(C(=O)CCC(=O)Nc2cccnc2)c(OC)c1
  11, -8
> COc1ccccc1C(=O)Nc1cccc(Oc2c(F)c(F)c(F)c(F)c2F)c1
  11, -48
> CCOc1ccc(S(=O)(=O)N2CCN(C(=O)C3CSC4(C)CCC(=O)N34)CC2)cc1 (configuration not stated)
  5, -4
> CCOC(=O)CCCCC(=O)c1[nH]c(=O)[nH]c1CN1CCOCC1
  5, -4
> Cc1nc(SC(C)C(=O)Nc2c(C)n(C)n(-c3ccccc3)c2=O)nc(C)c1C (configuration not stated)
  -3, -16
> O=c1c2ccccc2nc(N/N=C/c2ccc(O)cc2)n1O
  15, -10
> Cc1ccc(NC(=O)c2ccc(COc3ccccc3[N+](=O)[O-])o2)nc1
  12, -15
> O=C(c1ccc(-n2cccc2)cc1)N1CCCCC1
  16, -16
> COCCCNC(=O)C[C@H]1C[C@H](C(=O)N2CCOCC2)[C@@]2(C)c3[nH]c4cc(CCC(=O)N(C)C)ccc4c3CCN2C1=O
  -1, 1
> CCOC(=O)N1CCN(C2=NC3(CCCCC3)C(C#N)C(=O)N2)CC1 (configuration not stated)
  2, -3
> CCOc1ccc(/C=N/NC(=O)c2csc(C)c2C)c(OCC)c1
  15, -19
> Cc1ccc(S(=O)(=O)c2c(C)cc(C)[nH]c2=O)cc1
  8, 3
> O=C(N/N=C/c1ccccc1)NC1CCCCC1
  -1, -14
> O=C(Nc1ccc2c(c1)CCCN2C(=O)c1cccs1)c1cccc(F)c1
  19, 6
> O=C(O)c1ccc(CN2C(=O)c3ccc(Oc4ccc([N+](=O)[O-])cc4)cc3C2=O)cc1
  13, 2
> CS(=O)(=O)N1Cc2ccccc2CC1C(=O)O (configuration not stated)
  22, -1
> O=C(OCC(=O)N1CCCC1)c1c[nH]c2ccccc12
  1, 0
> Cn1ncc(Cl)c1C(=O)N/N=C/c1cc2c(cc1[N+](=O)[O-])OCO2
  7, -6
> CCN(CC(=O)Nc1c(F)cccc1F)C(=O)C1COc2ccccc2O1 (configuration not stated)
  3, -12
> Cc1c(C(=O)N2CCCCCC2)c(S(=O)(=O)Nc2ccccc2F)c(C)n1C
  12, -19
> N#Cc1c(N2CCCC2)ccc(Br)c1Cl
  21, -20
> CCC(/C=N/NC(=O)C(=O)N/N=C/C(CC)CC)CC
  14, -24
> CN(Cc1ccccc1)S(=O)(=O)c1cccs1
  14, 1
> CCCCn1c(N)c(N(CC(C)C)C(=O)c2ccc(S(=O)(=O)N3CCCCC3)cc2)c(=O)[nH]c1=O
  6, -11
> O=c1cc(CO)oc(C(Nc2ccccn2)c2cccc(F)c2)c1O (configuration not stated)
  -3, -2
> C#CCNC(=O)C1CCN(c2ccc(S(=O)(=O)N3CCOCC3)cc2Cl)CC1
  2, -13
> Nc1ccc(-n2cc(-c3ccccc3)[nH]c2=S)cc1
  3, -7
> COc1ccc(-c2cc3nc(C4CCN(C(=O)OC(C)(C)C)CC4)c(C(=O)O)cn3n2)cc1
  24, -20
> CCOC(=O)C1C(c2ccc(OC)c(OC)c2)c2c([nH][nH]c2=O)CC1(C)O (configuration not stated)
  13, 4
> CCOC(=O)C1C(C(=O)OC)=C(c2ccc(F)cc2)c2ccccc2N1S(=O)(=O)C(F)(F)F (configuration not stated)
  18, -15
> CN1C(=O)C(CC(=O)NC2CCCCC2)N(C)C1=O (configuration not stated)
  17, -7

Following part.
Order of values – OX1R antag-1, OX1R antag-2
> N#CCCn1cc(C(CC(=O)c2ccccc2)C(=O)O)c2ccccc21 (configuration not stated)
  29, -5
> COC(=O)CCC(=O)c1ccc(OC)c(Cl)c1
  17, -2
> Clc1cccc(CSc2nnc(-c3cccnc3)n2Cc2ccco2)c1
  7, -14
> CCOC(=O)C1CCN(C(=O)c2ccc(Cl)c(Cl)c2)CC1
  19, -28
> CCCCC(=O)c1c(O)c2ccccc2oc1=O
  21, -8
> Cc1cccc(C2=N/C(=C/c3cccs3)C(=O)O2)c1
  6, 3
> Cc1cccc(OCCCC(=O)Nc2nnc(C3CCCO3)s2)c1C (configuration not stated)
  18, -12
> CN(C(=O)COC(=O)c1n[nH]c(=O)c2ccccc12)c1ccccc1
  7, -19
> Cc1c(NC(=O)C(C)Oc2cccc(F)c2)c(=O)n(-c2ccccc2)n1C (configuration not stated)
  7, 8
> CCOc1ccccc1/C=N/n1c(C2CCCCC2)n[nH]c1=S
  -10, -21
> COc1ccc(NC(=O)CN2C(=O)NC3(CCCC3)C2=O)cc1Cl
  14, -19
> CCCCC(=O)Nc1ccc(C2C(=O)c3ccccc3C2=O)cc1
  0, -4
> CCOC(=O)c1c(C)[nH]c(C(=O)OCc2ccc(C)cc2)c1C
  1, -33
> CC1CCCCN1C(=O)c1cc2ccccc2cc1O (configuration not stated)
  16, -5
> CC1CCc2nc(/C(C#N)=C/c3cccnc3)sc2C1 (configuration not stated)
  25, -18
> CCNC(=O)NC(=O)C(C)OC(=O)c1cccnc1SC (configuration not stated)
  15, -6
> CC1=C(C(=O)Nc2ccc(C)cc2C)C(c2ccc(C)o2)NC(=O)N1 (configuration not stated)
  21, -2
> CC1CCCN(c2nc3c(c(=O)n(C)c(=O)n3C)n2CCSc2nc3ccccc3o2)C1 (configuration not stated)
  4, -30
> COCCN(Cc1ccccc1)C(=O)c1cc(-c2ccc(OC)c(OC)c2)nc2ccccc12
  27, -20
> Cc1ccc(/C=C2/NC(=O)N(Cc3ccccc3)C2=O)s1
  2, 20

The final three records of the part above come first, to join the parts:
Order of values – OX1R antag-1, OX1R antag-2
> CC1CCCN(c2nc3c(c(=O)n(C)c(=O)n3C)n2CCSc2nc3ccccc3o2)C1 (configuration not stated)
  4, -30
> COCCN(Cc1ccccc1)C(=O)c1cc(-c2ccc(OC)c(OC)c2)nc2ccccc12
  27, -20
> Cc1ccc(/C=C2/NC(=O)N(Cc3ccccc3)C2=O)s1
  2, 20
> Clc1ccc(C2=NN(c3ccccc3)C(c3ccco3)C2)cc1 (configuration not stated)
  3, -24
> CCOC(=O)C1CCCN(C(=O)c2cc3cc(F)ccc3[nH]2)C1 (configuration not stated)
  16, 7
> CSc1n[nH]c(NC(C)=O)n1
  14, -9
> Cc1ccc(C(=O)N(CC(=O)NC2CCCC2)c2ccccc2C)s1
  25, 0
> CCC(C)C(NS(=O)(=O)c1ccc(C)cc1)C(=O)Oc1ccc2c3c(c(=O)oc2c1)CCC3 (configuration not stated)
  15, -12
> CC1(C)CC(=O)C(C=NCCc2ccccn2)=C(O)C1
  3, 3
> C=CCC1NS(=O)(=O)OC2CCCC12 (configuration not stated)
  3, -4
> Cc1c(CCO)c(=O)[nH]n1S(=O)(=O)c1ccc(F)cc1
  24, -4
> Cc1c(/C(O)=C2/C(=O)C(=O)N(CCN3CCOCC3)C2c2cccnc2)cnn1-c1ccccc1 (configuration not stated)
  16, -4
> c1ccc(CCCN2CCN(c3ccccc3)CC2)cc1
  3, -15

The closing four records of the section before open the next one.
Order of values – OX1R antag-1, OX1R antag-2
> C=CCC1NS(=O)(=O)OC2CCCC12 (configuration not stated)
  3, -4
> Cc1c(CCO)c(=O)[nH]n1S(=O)(=O)c1ccc(F)cc1
  24, -4
> Cc1c(/C(O)=C2/C(=O)C(=O)N(CCN3CCOCC3)C2c2cccnc2)cnn1-c1ccccc1 (configuration not stated)
  16, -4
> c1ccc(CCCN2CCN(c3ccccc3)CC2)cc1
  3, -15
> Cc1nn(Cc2ccc(Cl)c(Cl)c2)c(C)c1NC(=O)c1cc(CC(C)C)on1
  17, -27
> CN1C(c2ccccc2)CC(=NO)CC1c1ccccc1 (configuration not stated)
  15, -36
> Cc1ccc(F)cc1CNC(=O)c1cc(COc2ccc3ncccc3c2)on1
  37, 36
> COc1ccc(CC(=O)NNS(=O)(=O)c2ccc([N+](=O)[O-])cc2)cc1OC
  29, -5
> COc1ccc(Cl)cc1C(=O)O/N=C(\N)c1ccccn1
  45, -11
> Cc1c(NC(=O)CCCCCN2C(=O)C3C4C=CC(C4)C3C2=O)c(=O)n(-c2ccccc2)n1C (configuration not stated)
  7, -12
> Cn1cnc(C(=O)N2CCc3ccccc3C2)c1C(=O)N1CCc2ccccc2C1
  2, -31
> COc1ccc(C(=O)NNC(=O)c2cccc(S(=O)(=O)N3CCOCC3)c2)cc1
  13, -10
> COc1ccc(CNC(=O)C(c2ccco2)N(C(=O)c2snc(C(N)=O)c2N)c2ccccc2OC)cc1 (configuration not stated)
  13, -21
> COc1cc(/C=C2\CC/C(=C\c3cc(OC)c(OC)c(OC)c3)C2=O)cc(OC)c1OC
  15, -32

A few values from the entries so far.
OX1R antag-1, O=C(OCC(=O)N1CCCC1)c1c[nH]c2ccccc12 = 1
OX1R antag-2, Cc1cccc(OCCCC(=O)Nc2nnc(C3CCCO3)s2)c1C (configuration not stated) = -12
OX1R antag-1, O=C(O)c1cccc(-n2c(/C=C/c3cccc([N+](=O)[O-])c3)nc3ccccc3c2=O)c1 = 1

The listing continues:
Order of values – OX1R antag-1, OX1R antag-2
> COc1ccc(OC)c(C(C)NS(=O)(=O)c2cccs2)c1 (configuration not stated)
  9, -2
> COc1ccc(NC(=O)CS(=O)(=O)c2cn(CC(=O)N3CCOCC3)c3ccccc23)cc1OC
  9, -16
> C=CCN(CC=C)CCCOc1ccc(Br)cc1Cl
  5, -22
> CCOCCCNC(=O)C(c1ccc(OC)cc1)N(Cc1ccc2c(c1)OCO2)C(=O)c1ccccc1O (configuration not stated)
  8, -28
